Compound activity (PubChem)
EPAC1 antag: EPAC1 (human) antagonism; EPAC1 GEF assay, Rap1b-BODIPY-GDP exchange fluorescence; 360,000 tested, 0.14% active; Potency, µM (top dose mostly 115 µM), for inactives: at the top dose activity change, negative = inhibition, hits mostly inhibitors; O95398;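 further: potency means the concentration at half of the fitted maximal effect; plate controls were vehicle for no effect and positive control for full effect; nearly all actives have a fitted effect of over 50% in size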
FUS yeast rescue: suppressors of FUS proteinopathy in yeast; Potency, µM (top dose mostly 76.6 µM), without a hit: at the top dose growth rescue (activation), hits mostly activators; S. cerevisiae FUS-expressing, growth rescue, OD600, 24 h; 390,000 tested, 0.24% active;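 further: potency means the concentration at half of the fitted maximal effect; plate controls were DMSO vehicle for no effect and reference control for full effect; nearly all actives have a fitted effect of over 55% in size; some results filed as inactive show a strong effect at the top dose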
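Galactose (2%) drives FUS expression in yeast precultured in raffinose; seeding density OD 0.005. Test compounds incubated 24hr at 30C and 99% humidity before absorbance at 600 nm was measured.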
IL-2 act: IL-2 activation. IL-2 activation reporter assay, cell-based qHTS; stimulated with anti-CD3/CD4/CD28 beads; in transgenic mouse T cells. activation, % (series mostly up to about 46 µM). 360,000 tested, 0.065% active. AID 652025; in the data active means activation above about 50%; inconclusive means mostly about 30% to 49%; further: 0% is about no effect
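Using fluorescent plate cytometry, EGFP and DsRed are detected in transgenic mouse T cells stimulated 18 h at 37 degrees C with antibody-coated beads after 60 min compound pretreatment.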
Abeta yeast res: A-beta toxicity reversal in yeast. yeast expressing A-beta42, growth rescue, OD600, 48 h; response scale: 0% DMSO, 100% iron-clioquinol control. Potency, µM (highest dose often 46.1 µM), without a hit: top-dose growth rescue, most hits filed as activators. 410,000 tested, 0.063% active. AID 1347071; further: potency means the concentration at half of the fitted maximal effect; nearly all actives have a fitted effect of over 55% in size
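Yeast growth medium received pinned compounds, then yeast cells expressing toxic A-beta were added; plates incubated at 30 C for 48 hr. Growth read as absorbance at 600 nm, normalized to DMSO and equimolar FeCl3 plus clioquinol controls.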
PLK1 PBD inh: PLK1 (human) polo-box domain binding inhibition | AID 720504 | P53350 | 360,000 tested, 2.8% active | Potency, µM, for the others: max response, negative = inhibition, hits mostly inhibitors | Plk1 PBD binding of FITC phosphopeptide, fluorescence polarization; further: potency means the concentration at half of the fitted maximal effect; series mostly up to about 57 µM; on the % scale 0 is the no-effect control and ±100 the full control effect; nearly all actives have a fitted effect of over 65% in size
Target sequence (P53350 whole entry, looked up, the tested form may be a part): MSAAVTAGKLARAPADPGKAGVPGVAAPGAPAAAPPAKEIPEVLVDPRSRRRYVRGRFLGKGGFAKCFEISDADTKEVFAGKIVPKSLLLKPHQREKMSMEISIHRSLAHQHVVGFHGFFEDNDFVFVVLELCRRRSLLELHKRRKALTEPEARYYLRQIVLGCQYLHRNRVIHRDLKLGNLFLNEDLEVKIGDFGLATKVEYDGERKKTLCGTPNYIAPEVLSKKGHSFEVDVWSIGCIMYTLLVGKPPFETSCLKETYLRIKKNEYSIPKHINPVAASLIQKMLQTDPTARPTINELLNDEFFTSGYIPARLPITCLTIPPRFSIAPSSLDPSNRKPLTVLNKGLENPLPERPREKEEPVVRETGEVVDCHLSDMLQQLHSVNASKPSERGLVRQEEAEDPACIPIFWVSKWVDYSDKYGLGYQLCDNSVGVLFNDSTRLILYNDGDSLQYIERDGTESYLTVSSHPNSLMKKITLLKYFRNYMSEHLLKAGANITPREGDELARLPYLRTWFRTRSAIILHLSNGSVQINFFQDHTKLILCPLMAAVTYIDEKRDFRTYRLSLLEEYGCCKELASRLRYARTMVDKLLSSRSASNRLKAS
aSyn rescue: inhibitors of alpha-synuclein toxicity in yeast; Yeast expressing alpha-synuclein, growth rescue, BacTiter-Glo, 24 h; Potency, µM (top dose mostly 46.1 µM), inactives show at the highest dose growth rescue (activation), hits mostly activators; 370,000 tested, 0.14% active; AID 652106; further: potency means the concentration at half of the fitted maximal effect; % of control where 0% means no effect; nearly all actives have a fitted effect of over 65% in size
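Rescue of yeast growth: cells expressing toxic alpha-synuclein, induced in galactose at OD600 0.02, incubated with compound 24 h at 30 C. ATP luminescence quantified growth; inhibitors of toxicity appear as activators.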
WRN inhibitor: blocks human WRN helicase. WRN helicase unwinding, fluorescent forked duplex, kinetic. 360,000 tested, 0.46% active. Q14191. Potency, µM (series often up to 114 µM), inactives show at the top dose activity change, negative = inhibition, actives largely listed as inhibitors; further: potency means the concentration at half of the fitted maximal effect; on the % scale 0 is the no-effect control and ±100 the full control effect; nearly all actives have a fitted effect of over 55% in size
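Kinetic fluorescence helicase assay: unwinding of a quenched forked DNA duplex (100 nM final) with 2 mM ATP final raises red fluorescence (525/598 nm). Compounds sat 15 min at room temperature with 20 nM WRN beforehand.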
EPAC1 ag: EPAC1 (human) agonism; O95398; Potency, µM (series often up to 154 µM), for the others: at the top dose activation, most hits filed as activators; AID 720707; 360,000 tested, 0.073% active; EPAC1 agonist qHTS, biochemical assay; response scale: 100% = response to 6.5 mM cAMP; further: potency means the concentration at half of the fitted maximal effect; nearly all actives have a fitted effect of over 60% in size
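Fluorescent GDP-exchange assay: 100 nM EPAC1 with 250 nM Rap1B preloaded with BODIPY-GDP and 50 uM GDP; compounds tested as concentration series, 5 min at room temperature, then read every 5 min for 30 min (ex 480/em 540 nm); normalized to 6.5 mM cAMP.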
PI5P4K alpha inh: blocks human PI5P4K alpha kinase activity; PI5P4Kalpha enzyme, ADP-Glo luminescence, 60 min; active compounds read low; max response, %; 330,000 tested, 1.2% active; AID 652105; active means max response of -50% or lower; inconclusive means between -30% and -50%; inactive means -30% or higher; further: value at the top dose of about 77 µM; on the % scale 0 is the no-effect control and ±100 the full control effect
Target sequence (P48426 whole entry, looked up): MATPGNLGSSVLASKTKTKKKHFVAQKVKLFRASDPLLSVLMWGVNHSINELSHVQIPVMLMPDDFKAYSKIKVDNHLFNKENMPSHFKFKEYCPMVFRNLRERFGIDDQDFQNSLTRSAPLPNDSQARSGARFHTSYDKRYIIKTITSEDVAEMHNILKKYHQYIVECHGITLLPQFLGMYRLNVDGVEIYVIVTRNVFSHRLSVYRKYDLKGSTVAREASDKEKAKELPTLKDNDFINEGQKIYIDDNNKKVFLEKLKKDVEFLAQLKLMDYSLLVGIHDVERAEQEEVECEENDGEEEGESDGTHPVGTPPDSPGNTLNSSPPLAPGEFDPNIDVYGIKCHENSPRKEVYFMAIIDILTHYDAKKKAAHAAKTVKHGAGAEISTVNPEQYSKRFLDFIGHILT
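Single end-point luminescence (ADP-Glo) quantified ADP from PI5P4Kalpha turnover; ATP 5 microM final, 1 h at RT, 0.1% CHAPS and 0.28 mM EGTA in HEPES pH 7.4.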
The depositor's hits bear a star; ? = inconclusive; / = not tested or not shown; & = joins results of further samples; [ ] = another dose, or the depositor's remark. Unless noted, the call rests on the fitted dose curve; in most records, active means well fitted curve in the direction sought with a large enough effect; inconclusive means small, poorly fitted or top-dose-only effect, or another doubt; inactive means no such curve, though single readings can be large; an effect the other way counts as inactive or inconclusive.

SMILES | EPAC1 antag | FUS yeast rescue | IL-2 act | Abeta yeast res | PLK1 PBD inh | aSyn rescue | WRN inhibitor | EPAC1 ag | PI5P4K alpha inh
C/C=C(\C)CN1CCC(Oc2cccc(C(=O)NCc3ccccn3)c2)CC1 | -18% | 15% | -2.7 | 4% | -2% | -7% | -4% | -2% | 3
COc1ccccc1CN(C(=O)CNC(=O)c1ccco1)C(C(=O)NCC1CCCO1)c1ccc(OC)c(OC)c1 (stereo unspecified) | 0% | 39% | -0.7 | -1% | 3% | 4% | -4% | -2% | 5
CCCNC(=O)C1(C)CCN(C(=O)c2ccc3ccccc3c2)C1 (stereo unspecified) | -8% | -7% | 0.2 | 18% | -5% | -3% | 10% | 9% | 3
COc1ccc(N2CCN(C(=S)NCc3ccc(C)cc3)CC2)cc1 | 5% | -35% | -0.2 | -5% | 1% | 0% | -5% | 13% | -1
COC(=O)C(Cc1ccccc1)NC(=O)CSc1nc(C)cc(=O)[nH]1 (stereo unspecified) | -2% | -24% | -4.1 | -17% | -7% | -4% | -1% | -12% | -1
COc1ccc(N(C)C(=O)CCS(=O)(=O)c2cccc3nsnc23)cc1 | -18% | 9%&2% | 0.4 | 1%&-8% | -21% | 5% | 6% | 5% | -1
O=C1CCCC(O)=C1N=Nc1cccc(S(=O)(=O)N2CCOCC2)c1 | -7% | 24% | -1.7 | 6% | -1% | 0% | -12% | 8% | 0
CC(C)=CC(=O)NCCc1ccccc1 | -14% | 13% | -1.0 | -10% | -4% | -3% | -8% | 3% | /
O=C(CSc1ncnc2c1cnn2-c1ccccc1)NCC1CCCO1 (stereo unspecified) | 4% | 10% | -3.1 | 17% | -6% | 2% | -4% | 11% | 4
O=C(CCc1ccc(S(=O)(=O)N2CCOCC2)cc1)Nc1ccc2c(c1)OCCO2 | -1% | 5% | -0.6 | 15% | -11% | -1% | -2% | 6% | 1
CCOc1ccccc1C=NN=Cc1ccccc1O | 5% | / | -3.6 | -8% | 0% | 0% | 5% | 13% | 26
N#Cc1ccccc1OCC(=O)NCC(c1cccs1)N1CCOCC1 (stereo unspecified) | -16% | 16% | -2.6 | 0% | -4% | 1% | -8% | 1% | 6
Cc1ccsc1/C=C(\C#N)C(=O)NCc1cccnc1 | -1% | 4% | -2.6 | -4% | 3% | 1% | -3% | -5% | 4
Cc1cc(C(=O)N/N=C/c2ccccn2)n[nH]1 | 2% | -33% | 2.1 | 7% | 6% | 3% | 4% | 6% | 1
CCc1ccc(OCc2cnc(Cl)s2)cc1 | 1% | -26% | 1.4 | 9% | -9% | -7% | 3% | 7% | 0

A draw from above in order of heavy-atom count, rising.
SMILES | EPAC1 antag | FUS yeast rescue | IL-2 act | Abeta yeast res | PLK1 PBD inh | aSyn rescue | WRN inhibitor | EPAC1 ag | PI5P4K alpha inh
CC(C)=CC(=O)NCCc1ccccc1 | -14% | 13% | -1.0 | -10% | -4% | -3% | -8% | 3% | /
CCc1ccc(OCc2cnc(Cl)s2)cc1 | 1% | -26% | 1.4 | 9% | -9% | -7% | 3% | 7% | 0
Cc1cc(C(=O)N/N=C/c2ccccn2)n[nH]1 | 2% | -33% | 2.1 | 7% | 6% | 3% | 4% | 6% | 1
Cc1ccsc1/C=C(\C#N)C(=O)NCc1cccnc1 | -1% | 4% | -2.6 | -4% | 3% | 1% | -3% | -5% | 4
CCCNC(=O)C1(C)CCN(C(=O)c2ccc3ccccc3c2)C1 (stereo unspecified) | -8% | -7% | 0.2 | 18% | -5% | -3% | 10% | 9% | 3
COc1ccc(N2CCN(C(=S)NCc3ccc(C)cc3)CC2)cc1 | 5% | -35% | -0.2 | -5% | 1% | 0% | -5% | 13% | -1
COc1ccc(N(C)C(=O)CCS(=O)(=O)c2cccc3nsnc23)cc1 | -18% | 9%&2% | 0.4 | 1%&-8% | -21% | 5% | 6% | 5% | -1
C/C=C(\C)CN1CCC(Oc2cccc(C(=O)NCc3ccccn3)c2)CC1 | -18% | 15% | -2.7 | 4% | -2% | -7% | -4% | -2% | 3
COc1ccccc1CN(C(=O)CNC(=O)c1ccco1)C(C(=O)NCC1CCCO1)c1ccc(OC)c(OC)c1 (stereo unspecified) | 0% | 39% | -0.7 | -1% | 3% | 4% | -4% | -2% | 5

Going on with the list.
SMILES | EPAC1 antag | FUS yeast rescue | IL-2 act | Abeta yeast res | PLK1 PBD inh | aSyn rescue | WRN inhibitor | EPAC1 ag | PI5P4K alpha inh
COc1ccc(C2=NCCn3nc4cc([N+](=O)[O-])ccc4c32)cc1 | -7% | -4% | -0.1 | -10% | -20% | -7% | 6% | -5% | -18
CC(C)CCNC(=O)Nc1ccc2c(c1)N(C)C(=O)CS2 | -2% | ? | -3.2 | 3% | -11% | -3% | -3% | 15% | /
CCOC(=O)c1nc[nH]c1C | 10% | 19% | 0.1 | -4% | -2% | -1% | 15% | 4% | /
Cc1ccc(S(=O)(=O)N2CC(=O)N3CCN(CCN)C3C2)cc1 (stereo unspecified) | -9% | 22% | -0.6 | 1% | -4% | 9% | -9% | -8% | 7
COc1ccc(NC(=O)N2CCCc3ccccc32)cc1 | 9% | -2% | -1.1 | -6% | 0% | -1% | 2% | -2% | /
CC(C)N(Cc1ccccc1)C(=O)COC(=O)C1CCN(S(=O)(=O)c2ccc3c(c2)OCCO3)CC1 | -12% | ? | 0.2 | 0% | 5% | -4% | -1% | 7% | 3
COc1ccc(CCn2c(=N)c(C(=O)N3CCN(C)CC3)cc3c(=O)n4ccccc4nc32)cc1 | -13% | 40% | 1.5 | -17% | -3% | -3% | 4% | 4% | 2
Cc1cc(C(=O)NCc2nc(-c3ccccc3)no2)ccc1[N+](=O)[O-] | -6% | 6% | 0.1 | 21% | 0% | 22% | -6% | 0% | 6
C1CC1Cc1noc(CN2CCN(CC3CC3)CC2)n1 | -9% | 4% | 1.9 | 1% | -9% | -6% | 4% | 6% | -8
CC(C)(C)NCCCCOc1ccc(F)cc1 | 5% | -5% | 1.3 | 10% | -2% | -10% | -1%[57.1 µM] | -5% | /
CCOC(=O)c1sc2nc(CC(=O)OC)nc(NCc3ccc(F)cc3)c2c1C | -14% | 16% | -1.3 | 15% | -3% | -2% | -3% | 8% | /
CCCCc1nc2n[nH]c(N)c2c2c1CCCC2 | -8% | 26% | -0.7 | 6% | -4% | 8% | -9% | -4% | 0
Cc1ccc(-c2csc(CC(N)=O)n2)cc1 | -10% | 7% | -0.4 | -4% | -2% | 1% | 2% | 3% | 2
C=CCn1c(SCC)nc(O)cc1=O | 5% | -3% | -0.3 | -24% | 1% | 14% | -13% | 3% | /
CCOc1ccc(-c2nc(S(=O)(=O)c3ccccc3)c(N3CCOCC3)o2)cc1 | -6% | 4% | 2.6 | -17% | -11% | -2% | 11% | -8% | 1
O=S(=O)(Cc1ccccc1)N(O)c1ccccc1 | -12% | 26% | -4.4 | 9% | ? | 6% | ? | 6% | -17
CCOC(=O)C1CCCN(C(=O)c2cccc(S(=O)(=O)N3CCCC3)c2)C1 (stereo unspecified) | -10% | -3% | -0.3 | -15% | -6% | -5% | 3% | -2% | 3
CC(=O)Nc1ccccc1C(=O)N1CCc2ccccc21 | -11% | -4% | 1.9 | 12% | -5% | 3% | 6% | -4% | -1
COc1ccc(CCC(=O)NNC(=O)c2ccc(F)cc2)cc1 | 1% | -5% | 7.3 | -2% | 0% | -1% | -4% | -6% | 4
Cc1cccc(C(=O)NCC(=O)NCC2COc3ccccc3O2)c1 (stereo unspecified) | 1% | 0% | -4.5 | 3% | -8% | -1% | -2% | 4% | 0
COc1cc(Cl)ccc1NC(=O)COc1ccccc1C(=O)NN | -4% | 19% | -0.2 | -9% | 0% | 0% | -9% | 5% | -7
Cc1c(-n2c(SCC(=O)NC(C)C(C)C)nc3ccccc3c2=O)c(=O)n(-c2ccccc2)n1C (stereo unspecified) | 4% | -2% | 0.6 | -6% | -4% | 2% | 6% | 2% | 3
CCOC(=O)CSc1snnc1C | 6% | 17% | -3.4 | 1% | -3% | -16% | 8% | -5% | /
CC(C)C(c1nnnn1CCc1ccccc1)N1CCSCC1 (stereo unspecified) | 2% | -25% | 0.9 | -1% | 5% | 8% | -4% | 11% | 2
CN1CCN(C(=O)c2ccc(F)c(F)c2)CC1 | -26% | -12% | -0.5 | -2% | -3% | -2% | -7% | 20% | 0
O=C(c1ccc(S(=O)(=O)N2CCOCC2)cc1)N1CCN(c2ccccc2)CC1 | 9% | 19% | 1.8 | 7% | 0% | 1% | -4% | 8% | /
COc1ccc(OCCC(=O)OCC(=O)NCc2ccccc2)cc1 | -4% | 19% | -2.0 | -7% | -1% | 7% | -3% | 3% | 0
CCOc1ccc(NC(=O)Cn2nnc(-c3ccccc3NC(=O)CC)n2)cc1 | -14% | 28% | -0.7 | 19% | 1% | 2% | 0% | -12% | 0
Cc1nc(NC(=O)c2cc3c(s2)CCCCC3)sc1C(=O)N(C)C | 4% | 34% | -2.3 | 26% | -4% | 6% | -24% | 3% | /
O=C(CSc1nncn1-c1cccnc1)Nc1ccccc1C(F)(F)F | -4% | 20% | 0.0 | 7% | -9% | 0% | -9% | 2% | 4
CCCC1=Nc2cc(C(=O)N3CCCC3)ccc2Sc2ccc(C)cc21 | -3% | 26% | -2.5 | 6% | 27µM* | 6% | 0% | 12% | -1
O=C(c1ccc(Cl)c(S(=O)(=O)N2CCOCC2)c1)N1CCc2ccccc2C1 | -20% | / | -2.8 | -2% | -15% | 13% | ? | 7% | 4
Cc1cc(C)n(C(=O)COc2c(C)cccc2C)n1 | 5% | -10% | 0.2 | 10% | -10% | 0% | 8%[57.1 µM] | -2% | -5
CCC(=O)Nc1ccc2c(c1)ncn2CCc1ccccc1 | -5% | -12% | -1.8 | -7% | -3% | -2% | 5% | -1% | 1
